Bioassay records as filed in PubChem BioAssay.
Vif imaging – HIV Vif inhibition; HEK293T cells, Vif self-association by quenched fluorescence, imaging, 24 h; inhibition, % at 7.49 µM; hit rate 0.35% among 340,000; AID 602346; in the data active means inhibition above about 50%, passing the limit was not always enough; further: some results filed as inactive read as strong as hits
TLR9-MyD88 block – inhibitors of human TLR9-MyD88 binding; Q9NR96+Q99836; CHO BLA complementation TLR9-MyD88, CCF4 FRET ratio; inhibition, % at 4.98 µM; hit rate 0.21% among 340,000; AID 504734;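 active means inhibition above the mean over all tested compounds plus 3 SD, cut at about 21% in these data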;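 further: 0% = DMSO only wells and 100% = clavulanate BLA inhibitor control wells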
Exocytosis inh – blocks lytic granule exocytosis. TALL-104 LAMP-1 surface exposure, flow cytometry; cells stimulated with thapsigargin and PMA. inhibition, % at 10 µM. hit rate 0.66% among 360,000;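 active means inhibition above about 55%, limit read from the data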
MC4R barr agon – activates human MC4R beta-arrestin recruitment; P32245; U2OS MC4R beta-arrestin complementation, luminescence; percent of melanotan II response, DMSO zero; activation, % at 8.9 µM; hit rate 0.98% among 360,000; AID 540308;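 active means activation above a per-plate cutoff, the mean activation of sample wells on that plate plus 3 SD, cut at about 8% in these data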
MC4R antagonist – antagonists of human melanocortin 4 receptor (MC4R). hit rate 0.48% among 360,000. inhibition, % at 6.5 µM. MC4R-expressing cells, MTII-stimulated cAMP, LANCE TR-FRET;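 active means inhibition above its plate's cutoff, the mean of tested wells on that plate plus 3 SD, cut at about 29% in these data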;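 further: 0% = Melanotan II alone and 100% = Melanotan II plus saturating MCL0020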
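material = U2OS cells stably expressing human melanocortin 4 receptor (MC4R) | also added = Melanotan II challenge | dosing = single nominal compound dose of 6.5 µM | detection = TR-FRET with Eu-cAMP and labeled anti-cAMP, 671 nm | replication = singlicate | timing = compound 30 min, challenge 1 h, detection 1 h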
N-glyco inh – N-linked glycosylation inhibition | AID 588692 | hit rate 0.23% among 360,000 | reporter increase, % at 12.5 µM | D54 ERlucT glycosylation luciferase reporter, 24 h; percent of 100 nM tunicamycin response;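 active means mean luciferase reporter signal, scaled so untreated is 0 and the glycosylation-blocking control 100, at or above a set limit in every replicate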;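 further: luciferase carries N-glycosylation sites so blocking glycosylation raises the light; 0% = median of neutral control wells and 100% = median of 100 nM tunicamycin wells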
NOD2-RIPK2 inh – NOD2-RIPK2 protein interaction inhibition | O43353 | CHO BLA complementation NOD2-RIPK2, CCF4 ratio | inhibition, % at 4.98 µM | hit rate 0.38% among 360,000; in the data active means inhibition above about 21%;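 further: 0% = vehicle only and 100% = reference blocker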
aDG glyco up – increases alpha dystroglycan glycosylation; Pro5-aDG cells, alpha-DG glycosylation AlphaScreen (IIH6); 0% Pro5, 100% B10-LARGE cell signal; activation, % at 10 µM; hit rate 0.22% among 360,000; AID 624168;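 active means activation of at least 8% versus controls, or a plate z-score of at least 8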;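 further: Pro5 are CHO cells carrying HIG-tagged alpha-DG that lacks glycosylation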
ABHD5 PLIN5 PPI – blocks binding of human ABHD5 to perilipin-5; Split G. princeps luciferase complementation, luminescence, 4 h; Q00G26+Q8WTS1; AID 602281; inhibition, % at 4 µM; hit rate 0.78% among 360,000;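 active means inhibition above the mean inhibition across every tested compound plus 3 SD, cut at about 22% in these data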;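 further: 0% = DMSO only wells and the 100% control is not disclosed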
ABCB6 inh MLPCN – human ABCB6 transporter inhibition | Q9NP58 | K562-ABCB6 porphyrin accumulation, flow cytometry, 1 h; stronger effect = lower value | fluorescence ratio to DMSO, % at 10 µM | hit rate 0.19% among 360,000 | AID 602162;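 active means fluorescence ratio to DMSO below 75%, the collection mean minus 3 SD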;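 further: signal is porphyrin accumulated inside mitochondria; 100% equals median channel fluorescence of DMSO control wells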
Target sequence (Q9NP58 whole entry, looked up): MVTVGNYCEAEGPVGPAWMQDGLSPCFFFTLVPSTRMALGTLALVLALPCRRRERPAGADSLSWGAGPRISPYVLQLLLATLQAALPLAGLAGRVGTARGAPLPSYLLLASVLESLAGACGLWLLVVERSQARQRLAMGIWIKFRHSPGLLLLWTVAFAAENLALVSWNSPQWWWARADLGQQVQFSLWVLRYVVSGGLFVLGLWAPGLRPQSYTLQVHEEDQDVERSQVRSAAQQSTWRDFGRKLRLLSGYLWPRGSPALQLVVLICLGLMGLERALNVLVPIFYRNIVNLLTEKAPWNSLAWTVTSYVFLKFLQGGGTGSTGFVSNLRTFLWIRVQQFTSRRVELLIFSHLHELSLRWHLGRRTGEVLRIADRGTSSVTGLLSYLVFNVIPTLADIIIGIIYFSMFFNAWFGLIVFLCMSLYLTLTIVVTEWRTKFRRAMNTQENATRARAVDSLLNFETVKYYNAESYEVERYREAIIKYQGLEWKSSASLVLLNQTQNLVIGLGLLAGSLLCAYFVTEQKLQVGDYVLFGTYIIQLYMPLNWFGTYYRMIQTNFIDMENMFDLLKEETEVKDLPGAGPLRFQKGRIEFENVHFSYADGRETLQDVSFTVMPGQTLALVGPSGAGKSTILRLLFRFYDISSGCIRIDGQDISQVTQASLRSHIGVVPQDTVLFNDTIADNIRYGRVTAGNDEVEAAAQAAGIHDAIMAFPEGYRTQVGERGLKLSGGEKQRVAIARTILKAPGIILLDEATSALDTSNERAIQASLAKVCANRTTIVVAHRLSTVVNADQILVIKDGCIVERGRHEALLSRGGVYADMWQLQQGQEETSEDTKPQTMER
* marks the source's active call; other numbers are inactive results; nt = no result given. An excerpt; the hit share may differ from the screen's.

structure	Vif imaging	TLR9-MyD88 block	Exocytosis inh	MC4R barr agon	MC4R antagonist	N-glyco inh	NOD2-RIPK2 inh	aDG glyco up	ABHD5 PLIN5 PPI	ABCB6 inh MLPCN
O=C(OC1CCc2ccccc2C1=O)c1ccccc1O (configuration not stated)	6.0	-6.2	-1.8	3.1	10.9	2.7	-5.6	1.1	-6.3	96.0
COc1cccc(C(=O)Nc2ccc3c(C)cc(=O)oc3c2)c1	2.1	5.5	16.5	-4.3	-0.6	-14.6	-6.5	0.7	-1.8	101.0
C=CCNc1sc(C(=O)c2ccccc2)c(N)c1C#N	-0.4	-5.6	-1.2	-2.0	2.3	-6.5	-9.8	-0.2	-1.7	89.0
Nc1ccc(-c2cc(-c3cccc(N)c3)nc(-c3ccccc3)n2)cc1	16.0	-4.2	-2.3	0.1	4.4	3.1	-3.8	-0.5	8.2	139.0
C=CCC1(C)C(=O)N(c2ccccc2)c2ccccc21 (configuration not stated)	2.3	1.7	-7.6	-0.5	5.5	-1.4	-9.9	0.0	31.6*	100.0
COc1ccc(-c2cc(=O)oc3cc(OCc4nn[nH]n4)ccc23)cc1	2.2	1.7	3.8	-1.4	4.0	-0.6	-3.9	0.0	-3.1	96.0
CCNC(=O)C(=O)Nc1ccc([N+](=O)[O-])cc1	-2.2	-8.9	-1.7	3.9	-7.9	-0.3	-7.5	0.2	11.3	102.0
CCc1c(O)cc2n(c1=O)-c1ccc(Cl)cc1C2(C)C	-2.0	-0.4	-2.4	1.3	2.9	0.6	3.4	0.0	-0.3	105.0
COc1cc(C2NC(=O)NC(c3ccccc3)=C2C(C)=O)c(Cl)cc1OCC(=O)O (configuration not stated)	5.6	-2.0	-4.3	0.9	2.5	0.2	3.3	-0.5	-4.5	93.0
CCOc1ccc(NC(=O)CCN2CCN(c3ccccc3F)CC2)cc1	8.9	-13.8	1.2	0.1	-5.5	2.4	1.4	-0.2	3.8	98.0
Cc1ccc(-c2nc(SC(C)C(=O)N3CCOCC3)n[nH]2)cc1 (configuration not stated)	-6.9	-4.8	1.8	0.6	-1.6	0.0	-5.2	-0.3	6.2	94.0
CCC1CN(C(=O)N2CCC(C(=O)NCc3ccc(OC)cc3OC)CC2)c2ccccc2O1 (configuration not stated)	-0.4	-12.1	-4.6	-0.1	6.9	-2.3	-10.9	0.1	-7.2	101.0
CCOC(=O)C1CCCN(C(=O)c2cc(S(=O)(=O)Nc3ccccc3OC)ccc2C)C1 (configuration not stated)	7.6	-8.4	-0.9	-1.0	15.1	0.6	-10.8	-0.1	5.3	95.0
CN(C)c1ccc(CN(Cc2ccco2)C(=O)c2ccco2)cc1	3.0	-2.3	-2.4	1.1	8.6	-4.5	-8.2	0.6	13.5	93.0
CN1CCN(C2CN(CCc3ccccc3)S(=O)(=O)C2)CC1 (configuration not stated)	nt	nt	-4.5	nt	nt	-0.4	-7.8	0.0	-1.9	101.0
O=c1[nH]c(=S)[nH]c2c1C(c1ccc(F)cc1)OC(C1CCCCC1)C2 (configuration not stated)	nt	nt	3.6	nt	nt	1.2	7.8	-0.1	-13.6	91.0
CCN1CCc2nc(NC(=O)C(c3ccccc3)c3ccccc3)sc2C1	nt	1.4	-2.6	0.0	6.2	-0.6	-1.3	-0.1	4.3	113.0
COc1cc(C(=O)OCC(=O)NC2CCCC2)cc(OC)c1OC	7.4	5.1	0.5	0.1	8.1	3.0	-7.2	-0.1	9.6	98.0
COc1ccc(NC(=O)CC2C(=O)N(C)C(=S)N2CCc2ccccc2F)cc1 (configuration not stated)	-11.3	2.0	-6.0	1.6	0.5	-0.4	-9.9	0.4	1.0	95.0
COc1cccc(C(=O)N(Cc2cccs2)C2CCS(=O)(=O)C2)c1 (configuration not stated)	2.3	3.6	-4.6	1.4	13.4	0.3	5.2	-0.1	0.2	99.0
Cc1cc(C)nc(NNS(=O)(=O)c2ccc(F)c(Cl)c2)n1	-8.5	5.0	-2.1	-0.6	-8.5	1.9	2.6	0.0	-18.7	94.0
c1ccc(-c2nc(N3CCOCC3)sc2-c2ccccc2)cc1	2.5	0.0	8.5	-2.2	2.6	-1.3	13.3	0.3	-4.0	97.0
Cc1ccc(S(=O)(=O)/N=C2\CN(C)C(=O)N2C)cc1	0.4	-12.8	0.9	1.5	3.1	-0.6	2.7	0.0	-5.1	99.0
CCc1noc(C)c1C(=O)Nc1nc2c(C)cccc2s1	-5.1	-5.2	-7.2	-2.5	1.4	1.9	-0.8	0.0	-7.7	102.0
COc1ccc(CNC(=O)c2ccc(S(=O)(=O)N3CCOCC3)cc2)cc1	1.5	1.6	3.2	-1.2	-2.6	-1.4	2.1	-0.2	1.6	94.0
CN1CCN(c2ccc(NC(=O)CSc3nnnn3-c3ccccc3Cl)cc2)CC1	-4.4	-19.4	3.1	-1.3	7.7	-0.7	-6.1	1.4	8.8	99.0
Cc1ccccc1C(=O)NNC(=O)C1CCN(C(=O)Nc2ccccc2)CC1	0.3	-6.2	0.7	0.5	2.7	1.5	-5.4	-0.1	1.0	97.0
OC[C@@H]1CN(Cc2ccc(F)cc2)C[C@H](n2cnc3c(NCc4ccco4)ncnc32)O1	nt	nt	-3.4	-1.9	-5.0	1.1	-10.8	-0.2	11.9	95.0
Cc1cc(C)nc(Sc2c(C)n[nH]c2C)n1	-3.8	-8.1	-1.4	-1.7	-10.0	2.3	-2.4	-0.1	-0.6	103.0
COc1ccc(S(=O)(=O)CCc2nnc(NC(C)=O)s2)cc1	1.7	9.0	-3.3	-1.9	2.9	-1.9	-0.2	0.1	-4.4	95.0
CC(C)CC(=O)NC(=S)Nc1ccccc1N1CCCC1	-8.9	-11.9	-16.1	-1.1	10.4	-2.6	1.1	-0.1	-5.9	99.0
COC(=O)c1ccc(COc2ccc(C=O)cc2)o1	-1.4	-9.3	-3.0	-1.2	10.6	1.2	-6.5	0.0	0.8	100.0
O=C(Nc1ccccc1)/C(=C/c1ccccc1)NC(=O)c1ccco1	-3.5	4.9	-1.4	1.9	3.1	0.5	3.8	-0.2	-1.8	99.0
CCCCn1c(SCC(=O)NC2CCS(=O)(=O)C2)nc2cc(S(N)(=O)=O)ccc21 (configuration not stated)	4.3	-3.1	-2.7	-1.9	14.4	1.0	-5.7	-0.3	4.9	98.0
Cc1[nH]nc2oc(=O)c(CCO)c(C)c12	9.7	-2.7	-1.4	-1.2	1.9	-0.5	-12.6	0.1	1.5	92.0
CC(=O)N1CSCC1C(=O)O (configuration not stated)	5.6	-23.8	-0.1	2.1	6.8	-1.4	-3.2	0.1	3.5	105.0
CCCNC(=O)C1Cc2cc(S(=O)(=O)N3CCCC3)ccc2N1C(C)=O (configuration not stated)	-2.4	-14.1	-7.3	-3.2	7.3	1.8	-6.5	-0.2	0.1	98.0
Cc1ccc(C)c(SCC(=O)c2ccc[nH]2)c1	-1.1	5.2	2.6	-4.8	-7.6	0.0	2.4	-0.2	-3.4	90.0
CC(C)(C)NC(=O)C(c1ccncc1)n1c(=O)c(-c2cc3ccccc3[nH]2)nc2ccccc21 (configuration not stated)	nt	nt	4.1	nt	nt	nt	49.2*	1.4	0.7	nt
Cn1c(O)c(C2=c3ccccc3=NC2=O)sc1=Nc1ccc(Cl)cc1	5.3	2.7	2.8	-1.9	5.5	1.5	-6.2	0.5	-6.3	99.0
Cn1c(=O)c(=O)n(C)c2cc(S(=O)(=O)N3CCOCC3)ccc21	4.9	-0.8	5.0	-0.8	6.2	-1.3	6.5	-0.1	1.5	90.0
Cc1cc(Cl)ccc1OCCCC(=O)NCCc1nnc2ccccn12	5.5	-0.6	3.7	-1.1	14.9	1.3	-13.0	0.4	-6.7	111.0
O=C(NC(=S)Nc1ccccc1N1CCN(C(=O)c2ccccc2)CC1)c1ccccc1F	nt	0.2	-1.4	-2.8	6.4	-1.7	-12.6	0.1	-0.2	97.0
CC1(C)CC(=O)C(CSC(=O)c2ccccc2)C(=O)C1	14.4	-11.8	1.7	-1.9	11.9	-0.5	5.7	0.3	17.1	100.0
Cc1nc2ccc(NS(=O)(=O)c3ccc(F)cc3)cc2s1	-5.6	-8.8	5.3	-1.3	2.4	-0.6	-2.8	0.6	1.8	95.0
CCC(Oc1cc(Cl)ccc1Cl)C(=O)N1CCCN(C)CC1 (configuration not stated)	7.0	3.8	-4.9	-3.3	12.1	3.5	-5.9	0.2	7.1	95.0
Cc1cccc(CN2CCN(Cc3ccc(-n4cccn4)cc3)CC2CCO)n1 (configuration not stated)	4.1	1.6	-1.6	2.3	5.2	-1.4	-20.3	-0.1	-1.1	94.0
Cn1cccc1-c1nc2ccccc2n1C	-1.2	5.5	1.3	-1.3	3.9	1.3	0.9	0.0	-2.5	95.0
COc1ccc([C@H]2CN(CCc3ccccc3)C(=O)[C@@H]2CC(=O)Nc2ccccc2)cc1	-3.4	-7.3	1.2	-1.4	-0.1	1.4	-0.1	0.1	6.4	94.0
COC(=O)c1ccc(C(=O)NC2CC(C)(C)Cc3c2cnn3-c2ccc(F)cc2)nc1 (configuration not stated)	-2.5	0.8	-0.1	-0.9	-11.4	26.7*	3.3	0.0	-9.8	104.0
CC(NC(=O)Nc1cccc([N+](=O)[O-])c1)c1ccc2c(c1)OCO2 (configuration not stated)	-1.3	-2.2	-3.3	-0.1	0.5	0.0	-5.3	-0.1	8.6	102.0
